Compound activity (PubChem)
TDP1 inh: TDP1 (human) enzyme inhibition. Q9NUW8. recombinant TDP1, AlphaScreen DNA substrate cleavage. Potency, µM (series often up to 130 µM), inactives show at the highest dose activity change, negative = inhibition, actives largely listed as inhibitors. actives 0.28% (n = 350,000); also: nearly all actives have a fitted effect of over 40% in size
Target sequence (Q9NUW8 whole entry, looked up): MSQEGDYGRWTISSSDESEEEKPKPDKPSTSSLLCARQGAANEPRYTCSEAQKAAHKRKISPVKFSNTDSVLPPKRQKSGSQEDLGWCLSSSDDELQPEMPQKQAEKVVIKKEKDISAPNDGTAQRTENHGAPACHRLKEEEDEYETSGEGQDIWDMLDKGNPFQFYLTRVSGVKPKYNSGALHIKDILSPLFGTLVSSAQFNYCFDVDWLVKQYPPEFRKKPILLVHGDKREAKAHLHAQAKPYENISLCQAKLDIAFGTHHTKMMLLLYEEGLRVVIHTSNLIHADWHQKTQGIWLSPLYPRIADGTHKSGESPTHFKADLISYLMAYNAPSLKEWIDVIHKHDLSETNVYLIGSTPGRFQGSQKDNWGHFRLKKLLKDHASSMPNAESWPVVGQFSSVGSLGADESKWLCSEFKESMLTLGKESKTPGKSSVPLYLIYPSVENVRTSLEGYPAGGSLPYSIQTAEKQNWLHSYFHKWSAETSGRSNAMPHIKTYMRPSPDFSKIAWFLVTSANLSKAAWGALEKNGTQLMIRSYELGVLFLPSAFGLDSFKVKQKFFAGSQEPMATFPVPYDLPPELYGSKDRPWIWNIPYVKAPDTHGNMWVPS
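Signal: AlphaScreen proximity between streptavidin donor and anti-FITC acceptor beads on intact substrate. Reaction: Tdp1 1 nM, substrate 15 nM final, 5 min RT after 15 min compound preincubation.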
FEN1 inh: human FEN1 inhibition; P39748; Recombinant FEN1 flap cleavage, fluorescence, 15 min; Potency, µM (highest dose often 114 µM), for inactives: top-dose activity change, negative = inhibition, actives largely listed as inhibitors; actives 0.35% (n = 390,000); AID 588795; also: nearly all actives have a fitted effect of over 65% in size
Target sequence (P39748 whole entry, looked up): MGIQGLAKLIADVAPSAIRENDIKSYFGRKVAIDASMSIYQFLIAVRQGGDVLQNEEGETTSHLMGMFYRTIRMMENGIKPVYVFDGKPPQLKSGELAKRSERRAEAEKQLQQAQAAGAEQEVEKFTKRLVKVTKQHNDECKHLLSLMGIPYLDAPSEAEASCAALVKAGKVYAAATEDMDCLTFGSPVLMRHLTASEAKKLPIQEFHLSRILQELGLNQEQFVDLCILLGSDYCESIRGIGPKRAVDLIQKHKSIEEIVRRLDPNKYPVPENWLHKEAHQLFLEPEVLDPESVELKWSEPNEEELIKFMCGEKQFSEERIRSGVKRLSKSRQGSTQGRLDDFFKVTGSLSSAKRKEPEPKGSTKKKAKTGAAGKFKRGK
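Nuclease activity of 10 nM FEN1 was measured after 15 min of room-temperature exposure to titrated compounds, by adding 50 nM flap substrate and reading plates at 0 and 15 min.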
N370S GC mod: inhibitors or activators of N370S glucocerebrosidase for Gaucher disease; Potency, µM (titrated, usually from 59.4 µM), inactives show at the top dose activity change, negative = inhibition, hits mostly inhibitors; N370S GC spleen homogenate, 4MU-glucoside fluorescence; actives 0.092% (n = 330,000);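 also: 0% = full enzyme activity and -100% = no enzyme basal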
* marks the source's active call; other numbers are inactive results; ? = inconclusive; . = no result given; [ ] = another dose, or the depositor's remark. Calls follow the shape of the dose curve; as a rule, active = well fitted curve in the direction sought with a large enough effect; inconclusive = small, poorly fitted or top-dose-only effect, or another doubt; inactive = no such curve, though single readings can be large; an effect the other way counts as inactive or inconclusive. Unless noted, % is scaled to controls: 0 for no effect and ±100 for the full control effect; potency is read from the fitted curve at half-maximal effect.

SMILES | TDP1 inh | FEN1 inh | N370S GC mod
CCOC(=O)c1c(NC(=O)CSc2nc3ccccc3c(=O)n2-c2ccc(F)cc2)sc(C(C)=O)c1C | 5% | 15% | -2%
O=C(CN(C(=O)CNS(=O)(=O)c1ccccc1)c1ccc(Cl)cc1)NCC1CCCO1 (stereo not drawn) | . | 5% | -7%
CCCc1c(C)[nH]c2ccc(C(=O)O)cc2c1=S | ? | 45µM* | 7%
CN(CC(=O)Nn1cnnc1)S(=O)(=O)c1ccc(Br)cc1 | 2% | -5% | 2%
O=C(COC(=O)CCc1nc2ccccc2s1)Nc1ccc(Cl)cn1 | 1% | -11% | 0%
Fc1ccc(C2CCCN2Cc2nc(-c3cnccn3)no2)cc1 (stereo not drawn) | . | -5% | 6%
O=C1CC(c2nnc(Cc3cccc(Cl)c3)o2)CN1c1ccccc1 (stereo not drawn) | 5% | -29% | .
Cc1ccc(C(=O)NCCc2nnc3ccc(SCC(=O)N4CCCC4)nn23)cc1 | 3% | 1% | 6%
COC(=O)c1cccc(NS(=O)(=O)c2ccc(OC)c(C(=O)N3CCOCC3)c2)c1C | 3% | 1% | 1%
Nc1nc(-c2ccc3c(c2)CCCC3)cs1 | 10% | -4% | -2%
CC(=O)Nc1ccc(S(=O)(=O)Nc2ccc3c(c2)OCCO3)cc1 | 1% | 14% | 20%
CC1CCCCN1c1nnc(NC(=O)Nc2ccccc2F)s1 (stereo not drawn) | 11% | 14% | .
Cc1ccc(C)c(CN2C(=O)c3ccccc3S(=O)c3ccc(C(=O)NCc4ccco4)cc32)c1 (stereo not drawn) | 10% | -20% | .
CN(C)c1ccc(NC2=C([N+](=O)[O-])CS(=O)(=O)C2)cc1 | 2% | 0% | -2%
O=C(NCc1ccc(F)cc1)C(c1ccc(Cl)cc1)N(C(=O)c1csnn1)C1CC1 (stereo not drawn) | 1% | -2% | -8%
COC(=O)CN1C(=O)CSc2ccc(S(=O)(=O)Nc3ccccc3)cc21 | 6% | -7% | .
O=C(COC(=O)c1ccc(O)cc1)Nc1ccc(OC(F)F)cc1 | 2% | 8% | 15%
CCOC(=O)Nc1cccc(OCC(=O)Nc2ccccc2OCC)c1 | 3% | -12% | .
Cc1ccc(N2C(=NC(=O)c3ccccc3)SC3CS(=O)(=O)CC32)cc1 (stereo not drawn) | -9% | 4% | 4%
CC(=O)c1ccc(-c2ccc([C@H]3[C@@H]4C=CCC[C@@]4(C)C(=O)N3Cc3ccccc3)c(F)c2)cc1 | 1% | -13% | 19%
CC1=CC(c2ccccc2)n2nc(NC(=O)CCCC(=O)O)nc2N1 (stereo not drawn) | . | 0% | ?
CC1Sc2ccc(S(=O)(=O)CCC(=O)Nc3ccccn3)cc2NC1=O (stereo not drawn) | 7% | -3% | -13%
CCCOc1ccc(N2C(=O)CC(N(Cc3ccc(OC)cc3)C(=S)Nc3ccccc3)C2=O)cc1 (stereo not drawn) | 1% | 27% | 4%
CC(OC(=O)CNC(=O)c1cccc(F)c1)C(=O)NC1CCCCC1C (stereo not drawn) | 0% | 7% | 3%
Cc1ccc(P(=Nc2ccccc2)(N2CCOCC2)N2CCOCC2)o1 | 4% | -1% | -4%
Carrying on:
SMILES | TDP1 inh | FEN1 inh | N370S GC mod
C#CCOCCOCCOCCNc1nc(N2CCN(C(=O)C(CCC(=O)O)n3cc(C(N)CC(C)C)nn3)CC2)nc(N2CCN(C(=O)C(Cc3cc4ccccc4[nH]3)n3cc(C(N)Cc4ccc(O)cc4)nn3)CC2)n1 (stereo not drawn) | 8% | -4% | -13%
COc1cc(/C=C2/C(=N)N3C(=NC2=O)SN=C3S(C)(=O)=O)ccc1OS(=O)(=O)c1ccccc1 | -9% | . | -3%
O=C(CCCC(=O)N(CC(=O)NC1CCCC1)Cc1ccccc1Cl)Nc1ccccn1 | 2% | 8% | -4%
Cc1ccc2c(c1)N(C(=O)CCC(=O)N1CCC(C(N)=O)CC1)CCO2 | . | 5% | -21%
COc1ccc(C2C(C(N)=O)=C(C)Nc3nc(CCCO)nn32)c(OC)c1 (stereo not drawn) | 2% | 3% | .
CCOc1ccc(N2C(=O)C(Cl)=C(N3CCOCC3)C2=O)cc1 | . | -7% | 0%
Cc1cccc(CSc2nn3c(=O)c(C)nnc3s2)c1 | 3% | 9% | 5%
O=C(Nc1ccccc1N1CCN(C(=O)c2ccccc2)CC1)c1ccc(Cl)cc1 | 0% | -10% | 10%
CCCCN1CC2([N+](=O)[O-])C=CC(=O)C([N+](=O)[O-])(C1)C2CC(=O)c1ccccc1 (stereo not drawn) | 3% | 5% | -6%
Cc1nc2ccc(C(=O)Nc3cccc([N+](=O)[O-])c3)cc2s1 | -10% | -6% | 6%
CCc1ccc(NC(=O)CN2C(=O)CCSc3ccc(S(=O)(=O)N4CCCC4)cc32)cc1 | 7% | -6% | .
CC1=CC(c2ccccc2)n2nc(NS(=O)(=O)c3ccc(C)cc3)nc2N1 (stereo not drawn) | -1% | 16% | 7%
COc1cc(NS(=O)(=O)c2ccc(F)cc2)c(OC)cc1NC(C)=O | -2% | 0% | 6%
COc1ccccc1/C=C/C=N/N1CCN(Cc2ccc(Cl)cc2)CC1 | 12% | -17% | -9%
Cc1ccc(CN2CCNC(=O)C2CC(=O)N(C)Cc2cnccn2)cc1 (stereo not drawn) | 0% | -17% | -3%
Nc1nc(SCc2ccc(Br)cc2)n[nH]1 | . | 12% | -19%
O=C(c1ccc(NS(=O)(=O)c2ccccc2)cc1)N1CCCCCC1 | 1% | 1% | 1%
CC(Sc1nnc(-c2ccccc2)c(-c2ccccc2)n1)C(=O)Nc1ncc(Cl)cc1Cl (stereo not drawn) | 3% | -7% | -3%
CCOC(=O)N1CCN(C(=O)c2ccccc2Oc2ccccc2)CC1 | -2% | 15% | 10%
Nc1nonc1-n1nnc(C(=O)N/N=C/C2CCCCC2)c1-c1ccccc1 | 4% | -5% | -7%
COc1cc(CN(CC2CCCO2)C(=O)c2ccc(F)cc2)cc(OC)c1OC (stereo not drawn) | 7% | -7% | .
Cc1nc2ccccc2n1CCc1ccccc1 | 4% | -2% | -5%
Cc1ccccc1Cn1c(-c2cncs2)nc2ccccc21 | 2% | 1% | .
CC(C)CC1(C)NC(=O)N(CC(=O)Nc2ccc3c(c2)OCCO3)C1=O (stereo not drawn) | 0% | -1% | .
COc1ccc(NC(=O)Nc2ccc3c(c2)C(=O)N([C@H](C)CO)C[C@H](C)[C@@H](CN(C)C(=O)NC2CCCCC2)O3)cc1 | 3% | 5% | .

FEN1 inh: hit marks shown above.
SMILES | TDP1 inh | FEN1 inh | N370S GC mod
CCCc1c(C)[nH]c2ccc(C(=O)O)cc2c1=S | ? | 45µM* | 7%

4 entries from above, sorted by SMILES length, ascending.
SMILES | TDP1 inh | FEN1 inh | N370S GC mod
COC(=O)CN1C(=O)CSc2ccc(S(=O)(=O)Nc3ccccc3)cc21 | 6% | -7% | .
O=C(CN(C(=O)CNS(=O)(=O)c1ccccc1)c1ccc(Cl)cc1)NCC1CCCO1 (stereo not drawn) | . | 5% | -7%
COc1cc(/C=C2/C(=N)N3C(=NC2=O)SN=C3S(C)(=O)=O)ccc1OS(=O)(=O)c1ccccc1 | -9% | . | -3%
COc1ccc(NC(=O)Nc2ccc3c(c2)C(=O)N([C@H](C)CO)C[C@H](C)[C@@H](CN(C)C(=O)NC2CCCCC2)O3)cc1 | 3% | 5% | .

Carrying on:
SMILES | TDP1 inh | FEN1 inh | N370S GC mod
CN(C(=O)COC(=O)c1ccc(=O)n(Cc2ccccc2)n1)c1ccccc1 | -5% | ? | 2%
O=C(C[C@H]1C/C=C\C[C@H](Cc2ccc(F)cc2)C(=O)O[C@@H](c2ccccc2)CNC1=O)NCCO | 1% | -2% | .
CC(C)CNC(CC(=O)Nc1cccc([N+](=O)[O-])c1)C(=O)O (stereo not drawn) | 5% | 3% | -2%
O=C(NCC1CCCO1)c1cc(C(=O)C2CC2)c[nH]1 (stereo not drawn) | 0% | -1% | -13%
COc1cc(C(=O)OCC(=O)NCC2CCCO2)cc(OC)c1OC (stereo not drawn) | 0% | -1% | .
CCNC(=S)Nc1ccc(Cl)cc1Cl | -5% | -1% | -26%
O=[N+]([O-])c1ccc2nc(-c3ccc(Cl)cc3)n(OCc3ccccc3)c2c1 | 2% | 8% | 6%
Cc1cccc(-c2nc(SCc3ccc(Br)cc3)n3[nH]c(=O)cc3n2)c1 | 8% | 10% | .
CCc1sc(-c2cc3ccc(O)cc3oc2=O)nc1-c1ccc(C)cc1 | -11% | -19% | .
O=C(Nc1cccc(Cl)c1)OCc1cnc(Cl)s1 | 0% | -1% | 7%
COc1cccc(C2C(C(C)=O)=C(O)C(=O)N2Cc2ccco2)c1 (stereo not drawn) | 0% | -18% | -2%
O=C(NCCCn1ccnc1)c1ccco1 | 1% | -3% | 1%
COc1cccc(CC(NC(C)=O)C(=O)NC2CCN(S(=O)(=O)c3ccc(C)cc3)CC2)c1OC (stereo not drawn) | 0% | -1% | -5%
O=C(NCc1cccnc1)C1CC(c2ccc(F)cc2)=NO1 (stereo not drawn) | 1% | -2% | 11%
COC(=O)C1CCCN1C(=O)COc1ccc(Cl)cc1Br (stereo not drawn) | 8% | 1% | -4%
COC(=O)c1sccc1NC(=O)CSc1ccccc1NS(=O)(=O)c1ccc(Cl)cc1 | -2% | -3% | 16%
Cc1cc(C)c(Cn2cnc3ccccc32)c(C)c1 | 7% | -1% | 6%
Cc1ccc(C)c(N2CCN(C(=O)CCn3c(=O)[nH]c4ccccc4c3=O)CC2)c1 | 6% | -23% | .
COc1ccc(Nc2nc(C(F)(F)F)nc(C)c2C#N)cc1 | 3% | -4% | -2%
COc1ccc(Cn2c(=O)[nH]c3cc(C(=O)N4CCN(c5cc(Cl)ccc5C)CC4)ccc3c2=O)cc1 | 3% | -4% | .
COCC(=O)n1nc(-c2ccc(C)cc2)nc1NCc1ccc(F)cc1 | 3% | 4% | 2%
NC(N)=NS(=O)(=O)c1ccc(NC(=S)NC(=O)Cc2ccc(Cl)cc2)cc1 | . | 19% | -14%
COc1ccc(CNc2oc(COc3ccccc3)nc2C#N)cc1 | 8% | 0% | .
CCOC(=O)CC1C(=O)NC2CCCCC2N1C(=O)Nc1ccc(Cl)cc1 (stereo not drawn) | 0% | 8% | -6%
N=c1sc2ccccc2n1-c1ccccc1 | 2% | -14% | 3%
Next section.
SMILES | TDP1 inh | FEN1 inh | N370S GC mod
O=C(NCc1cccs1)Nc1cccs1 | 6% | -2% | -13%
CC(C)(C)C(=O)COC(=O)c1ccccc1O | 2% | 0% | -1%
CC1(C)Oc2ccc3ccc(=O)oc3c2/C(=C/NNC(N)=S)C1=O | . | -22% | -1%
O=C(c1cccc(F)c1)N1CCC2(CC1)NCCc1[nH]cnc12 | 4% | 22% | -1%
Cc1nnc(N2CCCC(C(=O)NCCc3ccc(Cl)cc3)C2)c2nn(-c3ccccc3)c(C)c12 (stereo not drawn) | 8% | -5% | .
CCOC(=O)CC(=O)CSc1nc(-c2ccccc2)cc(-c2ccc(Cl)cc2)c1C#N | 0% | 2% | -1%
COc1ccc(C)cc1S(=O)(=O)N1CCN(C)CC1c1ccccc1 (stereo not drawn) | 1% | 2% | .
CC1(C)C2CCC1(CS(=O)(=O)N1CCCC1C(=O)O)C(=O)C2 (stereo not drawn) | 1% | 7% | .
CCSC1=N/C(=C\C=C2/Oc3ccccc3N2CC)C(=O)S1 | 7% | ? | 10%
Cc1ccc(S(=O)(=O)N2CCN(C(=O)COC(=O)c3cnc(C)cn3)CC2)c(C)c1 | . | 6% | -13%
CC(C)C(=O)N1CCN(c2ccccc2N)CC1 | 6% | 1% | 2%
O=C(COC(=O)c1ccc2c(c1)OCCO2)Nc1cc(Cl)ccc1Cl | -6% | 3% | .
CCOC(=O)c1cnc(-n2nc(C)cc2C)nc1NCCO | 4% | 2% | 5%
O=C(CSc1ccccc1F)NCC1(N2CCCCC2)CCCCC1 | 1% | 32%[activator] | .
CCOc1ccc(-n2c(SCC(=O)Nc3cc(C)ccc3C)nc3c([nH]c4ccccc43)c2=O)cc1 | 0% | 7% | .
CCOc1ccc(C(=O)Nc2ccc3oc(-c4ccc5ccccc5c4)nc3c2)cc1 | 2%[2.28 µM] | -11% | .
CC1(C)CC(CCN)(Cc2ccccc2Cl)CCO1 (stereo not drawn) | . | -5% | -9%
Cc1c(CN2CCCC(C(=O)c3cccc(Cl)c3)C2)c(=O)n(-c2ccccc2)n1C (stereo not drawn) | 0% | 3% | 7%

Complete entries, quoted from the list.
`CCOc1ccc(C(=O)Nc2ccc3oc(-c4ccc5ccccc5c4)nc3c2)cc1` across the screens: TDP1 inh: 2%[2.28 µM]; FEN1 inh: -11%; N370S GC mod: .
`CC1(C)C2CCC1(CS(=O)(=O)N1CCCC1C(=O)O)C(=O)C2` (stereo not drawn) across the screens: TDP1 inh: 1%; FEN1 inh: 7%; N370S GC mod: .
